# High-throughput results as filed in PubChem.
# LGR2 inh: blocks bursicon-induced cAMP signaling via Drosophila LGR2 | HEK293 LGR2, CRE-luciferase, bursicon-stimulated, 4 h | inhibition, % at 9.99 µM | hit rate 0.35% among 380,000;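 active means drop in luminescence signal, shown as inhibition above about 50% in the replicate tests, limit read from the data, passing the limit was not always enough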;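 further: agonist challenge used bursicon conditioned medium at about half maximal strength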
# PGC1a acetyl inh: lowers PGC1a acetylation signal in U2OS cells. AID 651687. AlphaScreen anti-acetyl-lysine; with virally co-expressed GCN5 acetyltransferase. hit rate 0.17% among 350,000. inhibition, % at 15.6 µM;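 active means every replicate shows inhibition of at least 40%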;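 further: 0% = neutral control wells and 100% = positive control wells; some results beyond the cut were filed as inactive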
# EWS-Fli block: EWS/Fli transcriptional activity inhibition | A673 NR0B1-luciferase reporter, viability-normalised | AID 651661 | hit rate 0.67% among 350,000 | inhibition, % at 12.6 µM;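 active means mean inhibition of at least 50% after viability correction, with every replicate also passing that limit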;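 further: firefly luciferase signal divided by Alamar Blue viability fluorescence both relative to DMSO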
# miR122 inh: blocks miR-122 activity in Huh7 sensor cells. activation (reporter increase), % at 12.5 µM. Huh7 miR-122 Renilla luciferase sensor, 48 h; neutral wells = 0, positive control = 100. hit rate 0.3% among 340,000. AID 602342;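 active means mean replicate activation score at least 90 and every replicate individually at or above 90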;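 further: higher luciferase means less miR-122 activity so hits act as miR-122 inhibitors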
# Cneo AK release: Cryptococcus neoformans lysis via adenylate kinase release; hit rate 0.2% among 360,000; lysis activity, % at 15 µM; C. neoformans lysis, adenylate kinase release luminescence, 4 h; normalised: neutral wells 0, clomiphene wells 100;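 active means mean lysis activity across replicates of at least 80%, whatever share of replicates individually reach that level; inactive means mean lysis activity below 80%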
#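 Test system: log-phase Cryptococcus neoformans yeast cells. Input: 5 × 10^6 yeast cells/mL. Medium: fresh YPD growth medium. Doses: single dose. Incubation: static 4 h at 37 °C with compound, 1 h detection. Measured by: luminescent adenylate kinase detection reagent. Read-out: signal increase indicating cell lysis. Benchmarks: Clomiphene.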
# Casp6 inh: blocks human caspase-6 cleavage activity | P55212 | purified caspase-6, Z-VEID-R110 cleavage fluorescence | hit rate 0.53% among 350,000 | inhibition, % at 12.5 µM;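 active means mean inhibition across replicates at least about 35%, with every replicate also reaching that limit, limit read from the data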;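 further: 0% = median of neutral control wells and 100% = no fluorescence left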
# Target sequence (P55212 24-179 limits assumed): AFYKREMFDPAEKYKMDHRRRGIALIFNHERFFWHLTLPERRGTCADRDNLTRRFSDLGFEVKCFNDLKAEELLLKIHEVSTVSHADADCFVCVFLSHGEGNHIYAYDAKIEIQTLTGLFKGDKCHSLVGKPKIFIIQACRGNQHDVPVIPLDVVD
# Target sequence (P55212 194-293 limits assumed): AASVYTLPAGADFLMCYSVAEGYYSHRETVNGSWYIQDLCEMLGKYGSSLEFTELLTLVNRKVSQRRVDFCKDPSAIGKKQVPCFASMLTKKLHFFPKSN
# PAX8 reporter: PAX8 transcriptional activity inhibition. RMG-I TPO-luciferase reporter, SteadyGlo, 24 h. inhibition, % at 12.6 µM. hit rate 1.2% among 360,000;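 active means mean replicate inhibition at least 60% with every replicate also reaching 60%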;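 further: luciferase light reporting Pax8 driven TPO promoter activity; plate controls were median of neutral control wells for no effect and mitoxantrone controls for full effect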
# FN deposition inh: fibronectin deposition inhibition | hit rate 0.086% among 350,000 | AH1F fibroblasts, Alexa488-fibronectin deposition fluorescence, overnight | inhibition, % at 12.6 µM;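 active means mean inhibition across replicates of 30% or more, regardless of how many single replicates reach that level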;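 further: positive control wells lacked labelled fibronectin entirely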
#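 Material: AH1F fibroblasts assembling fluorescent fibronectin matrix; amount: 10000 AH1F cells/well; medium: DMEM, 2% serum; reagent: Alexa488-fibronectin, 24 nM final in well; dosing: single compound dose, delivered by pin transfer; incubation: 1 h adhesion, overnight exposure; detection: fluorescence after three HBSS washes, excitation 485 nm, emission 525 nm; measure: fibronectin deposition inhibition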
# Starred values were filed as active, the others as inactive; · = no result given; [ ] = dose if it differs, or a comment.
No.	Molecule	LGR2 inh	PGC1a acetyl inh	EWS-Fli block	miR122 inh
1	COc1ccc(Nc2nc(-c3cccs3)nc3ccccc23)cc1S(=O)(=O)N1CCOCC1	16.1	-21.8	3.0	7.8
2	COc1ccc(NC(=O)N(C)C[C@H]2OCCCC[C@@H](C)Oc3ccc(NC(=O)Nc4c(C)noc4C)cc3C(=O)N([C@@H](C)CO)C[C@H]2C)cc1	16.1	-1.6	-5.1	-5.1[16.7 µM]
3	Cn1nc([N+](=O)[O-])nc1N1CCOCC1	8.3	8.4	·	-3.5
4	COc1cccc(-c2cccc(-c3nc(C(=O)N4CCN(C)CC4)cc4c3[C@@H](CCO)N(S(=O)C(C)(C)C)C4)c2)c1 (some centres not stated)	-12.0	12.2	-7.8	·
5	Cc1ccnc(NC(=O)/C=C/c2ccccc2[N+](=O)[O-])c1	-13.6	·	-4.8	·
6	Cc1csc(CN(C)C(=O)C2CCC(=O)N(Cc3ccc(Cl)cc3)C2)n1 (configuration not stated)	5.7	-12.8	1.3	-7.4
7	CCn1cc(CN2CCC(C(=O)Nc3ccc(Oc4ccccc4F)cc3)CC2)cn1	-16.1	·	13.1	·
8	CC(=O)/C=C1/C(=O)Nc2ccccc21	-22.3	·	27.8	·
9	CC(C)CN(C(=O)COC(=O)Cc1n[nH]c(=O)c2ccccc12)C1CCS(=O)(=O)C1 (configuration not stated)	·	7.4	·	0.0
10	Cn1c(SCC(=O)NNC(=O)Cc2ccccc2)nc2ccccc2c1=O	9.3	3.7	5.5	-12.1
11	O=C(OC(C(=O)NCC1CCCO1)c1ccccn1)c1cccs1 (configuration not stated)	11.7	17.2	1.1	·
12	OC[C@@H]1[C@@H](c2ccc(-c3cccnc3)cc2)[C@H]2CN(Cc3ccccn3)CCCCN12	29.9	3.9	-0.5	6.7[16.7 µM]

No.	Cneo AK release	Casp6 inh	PAX8 reporter	FN deposition inh
1	-0.4	-0.6	52.6	0.8
2	14.6	-5.8	-16.1	·
3	-0.1	·	18.3	6.2
4	17.5	4.2	6.0	-5.5
5	·	-0.3	-12.4	5.3
6	-0.5	2.7	4.8	-2.0
7	·	2.6	13.3	·
8	·	-4.3	16.9	-7.6
9	3.7	·	5.7	-13.4
10	·	-2.0	11.1	-0.1
11	-0.3	1.7	·	·
12	-0.2	·	-3.0	-9.8

# Next records follow.
No.	Molecule	LGR2 inh	PGC1a acetyl inh	EWS-Fli block	miR122 inh
13	O=C(NCc1ccccn1)c1nn(-c2ccccc2)c(=O)c2ccccc12	6.9	4.7	-26.5	·
14	Cc1c(-c2ccc(Cl)cc2)oc(=O)c2c(N)n(-c3ccccc3)nc12	·	1.3	·	-15.7
15	COc1ccccc1-c1ccc([C@@H]2[C@@H](CO)N3CCCCN(C(=O)NC4CCCC4)C[C@@H]23)cc1	6.9	-4.6	-3.2	18.7[16.7 µM]
16	COc1ccc(OC)c(-c2nc3c(C)n[nH]c(=O)c3[nH]2)c1	·	-2.1	·	-4.0
17	CCOC(=O)Nc1cc(OC)c(OC)cc1Cc1nccc2cc(OC)c(OC)cc12	0.5	-6.6	·	-3.0
18	COc1ccc(S(=O)(=O)NCc2cccnc2)cc1Br	13.7	9.5	10.6	29.2
19	CCCCC(=O)Nc1ccc(C(=O)NNC(=S)NC(=O)c2ccco2)cc1	-11.6	12.2	29.8	-5.0
20	O=C(NC(NC(=S)Nc1ccccc1C(=O)O)C(Cl)(Cl)Cl)c1ccco1 (configuration not stated)	2.3	·	3.1	·
21	COCCCNc1nc(N)c([N+](=O)[O-])c(NC2CCCCC2)n1	-21.3	-18.3	-35.1	-14.7
22	CCOCCCNC(=O)C(c1ccc(C)cc1)N(Cc1cccs1)C(=O)c1ccccn1 (configuration not stated)	-16.2	-2.1	0.4	·
23	COCC1CCCCN1C(=O)c1cccc(OC2CCN(C(=O)C3CC3)CC2)c1 (configuration not stated)	1.6	·	-33.1	-3.1
24	O=C(NN1C(=O)/C(=C/c2cccs2)SC1=S)c1cccnc1	-1.6	2.1	4.2	-7.2

No.	Cneo AK release	Casp6 inh	PAX8 reporter	FN deposition inh
13	·	1.0	-114.2	-19.4
14	-4.9	·	3.3	5.5
15	-5.0	·	9.4	·
16	0.7	·	30.8	5.6
17	0.9	·	·	4.4
18	-2.1	0.2	36.4	2.2
19	·	-0.7	11.7	7.6
20	·	22.0	42.8	1.9
21	-0.3	-5.5	-0.2	6.0
22	·	1.8	6.5	·
23	-2.3	3.3	-84.6	·
24	-1.4	9.3	14.5	2.0

# Going on with the list.
No.	Molecule	LGR2 inh	PGC1a acetyl inh	EWS-Fli block	miR122 inh
25	C[C@@H]1CN([C@@H](C)CO)C(=O)c2cccc(NS(=O)(=O)c3cccs3)c2O[C@H]1CN(C)S(=O)(=O)c1ccc(Cl)cc1	-1.0	8.6	3.4	4.8[16.7 µM]
26	CN(CC(=O)Nc1ccc(F)cc1)C(=O)CN1C(=O)NC2(CCCCC2)C1=O	-1.8	22.9	1.9	-4.4
27	CCCCCCNC(=O)CCNS(=O)(=O)c1ccc(C)cc1	-9.7	·	1.0	·
28	Cc1cc2nc3n(c2cc1C)CC1CC(C(=O)NCc2ccco2)N(C)C31 (configuration not stated)	-12.2	-3.3	-2.3	0.4
29	COC(=O)c1ccc(N2CCN(C)CC2)c(NC(=O)c2ccc(Br)o2)c1	-20.0	·	6.2	·
30	CCCCc1cc(=O)oc2c(C)c(OCC(=O)N3C[C@H]4C[C@@H](C3)c3cccc(=O)n3C4)ccc12	-13.5	-2.8	10.0	-4.1
31	CS(=O)(=O)Nc1ccc2c(c1)[C@H]1C[C@H](CC(=O)NCc3ccc(Oc4ccccc4)cc3)O[C@H](CO)[C@H]1O2	13.0	-8.1	22.4	-0.6[16.7 µM]
32	CC(C)c1nc2cc(C(=O)NC(C)c3cnn(C)c3)ccc2o1 (configuration not stated)	-3.2	·	·	·
33	O=C(COC(=O)C1CC2CCCC(C1)C2=O)c1cccc(Br)c1 (configuration not stated)	·	4.1	-11.1	0.0
34	C=CCN1CN=C(NS(=O)(=O)c2ccc(NC(C)=O)cc2)NC1	-35.5	·	7.2	·
35	CCN(CC)C(=O)[C@H]1C[C@H](CC(=O)NCc2cccc(C(F)(F)F)c2)C(=O)N2CCc3c([nH]c4cc(CCC(=O)N(C)C)ccc34)[C@]12C	8.6	-19.6	9.3	-12.9
36	CC(C)Cn1c(-c2csc3c2CCCC3)n[nH]c1=S	5.6	2.8	-1.3	-4.1

No.	Cneo AK release	Casp6 inh	PAX8 reporter	FN deposition inh
25	-2.0	0.2	-20.9	·
26	0.0	-1.2	-4.2	-1.2
27	·	7.1	5.6	-2.6
28	-4.2	-2.4	4.3	-22.2
29	-5.3	2.8	19.1	6.6
30	2.1	0.7	·	·
31	8.0	-0.8	12.3	15.4
32	1.0	1.9	-0.9	5.0
33	0.4	0.3	-11.7	7.2
34	·	-3.4	21.6	10.2
35	0.9	1.5	19.8	-10.1
36	18.8	2.6	·	·

# (more compounds)
No.	Molecule	LGR2 inh	PGC1a acetyl inh	EWS-Fli block	miR122 inh
37	C[C@@H]1CN([C@H](C)CO)C(=O)c2cc(NC(=O)Nc3ccc(F)cc3)ccc2O[C@@H](C)CCCCO[C@@H]1CN(C)Cc1ccncc1	-8.1	9.2	7.2	-4.4[16.7 µM]
38	O=C(CCl)Nc1cn(-c2ccccc2)nc1-c1ccccc1	·	16.2	16.8	·
39	CCC(=O)N1N=C(c2cccc(NS(C)(=O)=O)c2)CC1c1cccs1 (configuration not stated)	-1.1	-7.0	-3.0	-5.0
40	CCNc1nc(NCC)nc(SCCOC(=O)c2ccccc2)n1	·	-7.5	·	28.1
41	Cc1cccc(C)c1NC(=O)[C@@]1(CC(=O)O)CC(/C=C/c2ccccc2)=NO1	10.3	-5.9	-1.7	-3.0
42	CC(=NNC(=O)c1cccs1)c1ccc2c(c1)OCCO2	-42.6	-4.9	-92.0	14.3
43	CCCNC(=O)C1(CC2CC(c3ccccc3)=NO2)CCN(C(=O)Cc2ccc(F)cc2)CC1 (configuration not stated)	·	-7.9	5.0	-5.4
44	COc1cc(NS(=O)(=O)c2ccc(NC(=O)Cc3ccccc3)cc2)nc(OC)n1	-3.9	-4.7	6.2	-4.7
45	C[C@H]1CN([C@@H](C)CO)C(=O)c2cc(-c3cccc(F)c3)cnc2O[C@@H]1CN(C)C(=O)Nc1ccccc1F	-1.8	-2.4	1.0	4.0[16.7 µM]
46	CCOC(=O)CNC(=O)C(CC(C)C)NC(=O)C1CCCCC1 (configuration not stated)	·	-7.3	·	·
47	CCOC(=O)C1(C(C)(C)CC)CC(CSc2nc3ccccc3[nH]2)OC1=O (configuration not stated)	·	1.9	·	-7.4
48	O=C(COc1ccccc1/C=C\c1nc(O)c([N+](=O)[O-])c(=O)[nH]1)Nc1ccccc1	-31.2	·	-1.3	·
49	CCOc1ccc(N2CC(C(=O)Nc3cc(S(=O)(=O)N4CCCCC4)ccc3C)CC2=O)cc1 (configuration not stated)	2.7	-1.3	6.4	4.3
50	Cc1cccc(NC(=O)c2ccc(S(=O)(=O)N3CCOCC3)cc2)c1C	-3.4	·	-5.3	-2.1
51	CCc1nc(N2CCN(CC(=O)NCC3CCCO3)CC2)c(C#N)c2c1COC(C)(C)C2 (configuration not stated)	-5.8	-7.0	2.4	1.4

No.	Cneo AK release	Casp6 inh	PAX8 reporter	FN deposition inh
37	3.4	·	3.1	8.1
38	-1.6	1.7	-24.6	-3.9
39	·	-0.8	-9.4	-2.5
40	-2.4	·	·	11.7
41	-6.5	0.5	6.9	4.6
42	9.7	-3.8	-127.9	1.5
43	1.0	1.7	-0.9	-2.4
44	-0.9	-0.4	1.1	-4.6
45	4.3	-0.4	2.8	·
46	0.7	·	-0.7	-9.7
47	-2.5	·	6.2	-8.3
48	·	4.1	-152.7	·
49	5.0	4.1	13.2	2.0
50	5.7	1.0	-13.8	1.0
51	12.8	0.0	1.5	-7.8

# As a working copy, some entries already given.
No.	Molecule	LGR2 inh	PGC1a acetyl inh	EWS-Fli block	miR122 inh
45	C[C@H]1CN([C@@H](C)CO)C(=O)c2cc(-c3cccc(F)c3)cnc2O[C@@H]1CN(C)C(=O)Nc1ccccc1F	-1.8	-2.4	1.0	4.0[16.7 µM]
46	CCOC(=O)CNC(=O)C(CC(C)C)NC(=O)C1CCCCC1 (configuration not stated)	·	-7.3	·	·
47	CCOC(=O)C1(C(C)(C)CC)CC(CSc2nc3ccccc3[nH]2)OC1=O (configuration not stated)	·	1.9	·	-7.4
48	O=C(COc1ccccc1/C=C\c1nc(O)c([N+](=O)[O-])c(=O)[nH]1)Nc1ccccc1	-31.2	·	-1.3	·
49	CCOc1ccc(N2CC(C(=O)Nc3cc(S(=O)(=O)N4CCCCC4)ccc3C)CC2=O)cc1 (configuration not stated)	2.7	-1.3	6.4	4.3
50	Cc1cccc(NC(=O)c2ccc(S(=O)(=O)N3CCOCC3)cc2)c1C	-3.4	·	-5.3	-2.1
51	CCc1nc(N2CCN(CC(=O)NCC3CCCO3)CC2)c(C#N)c2c1COC(C)(C)C2 (configuration not stated)	-5.8	-7.0	2.4	1.4

No.	Cneo AK release	Casp6 inh	PAX8 reporter	FN deposition inh
45	4.3	-0.4	2.8	·
46	0.7	·	-0.7	-9.7
47	-2.5	·	6.2	-8.3
48	·	4.1	-152.7	·
49	5.0	4.1	13.2	2.0
50	5.7	1.0	-13.8	1.0
51	12.8	0.0	1.5	-7.8
